NPC1 promoter act: qHTS Assay for NPC1 Promoter Activators. Potency, µM (highest dose often 9.22 µM), for inactives: top-dose activation, actives largely listed as activators. Huh7 NPC1 promoter luciferase reporter, 24 h. 2.4% of 320,000 active;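 also: potency is read from the fitted curve at half-maximal effect; % of control where 0% means no effect; nearly all actives have a fitted effect of over 60% in size; reporter is driven by a mutant NPC1 promoter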
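Readout is luciferase luminescence, reflecting NPC1 promoter activation in stably transfected Huh7 cells after 24 h compound exposure at 37 °C in reduced-serum medium with 10% FBS.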
Menin-MLL TR inh: qHTS Assay for Inhibitors Targeting the Menin-MLL Interaction in MLL Related Leukemias: Competition With Texas Red Labeled MLL-derived Mutant Peptide. Menin + Texas Red MLL mutant peptide, fluorescence polarization. Potency, µM (doses to about 61.6 µM), for inactives: at the highest dose FP activity change, negative = inhibition, usual class: inhibitors. 0.23% of 270,000 active; active = well fitted inhibition curve with a large enough effect in the polarisation, with a control signal flat, not every such curve was filed as active; inconclusive = small, poorly fitted or top-dose-only effect, or effect the other way, or a change in a side signal; inactive = no such curve, though single readings can be large or run the other way; the % refers to the polarisation; also: potency is read from the fitted curve at half-maximal effect; % of control where 0% means no effect; many of its hits are not listed in these tables
Rab9 prom act: qHTS Assay for Rab9 Promoter Activators. 2.8% of 320,000 active. Potency, µM (highest dose often 9.22 µM), inactives show top-dose activation, negative = inhibition, most hits filed as activators. Huh7 Rab9 promoter-luciferase reporter, luminescence, 24 h; also: potency is read from the fitted curve at half-maximal effect; % of control where 0% means no effect; nearly all actives have a fitted effect of over 60% in size
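Promoter activation is measured as luciferase luminescence in Huh7 cells stably transfected with a Rab9 promoter–luciferase construct, following 24 h compound exposure at 37 °C and 10 min reagent incubation at ambient temperature.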
p53 reactivation: qHTS assay for re-activators of p53 using a Luc reporter; AID 504706, 2011; Potency, µM (series often up to 92.2 µM), for the others: top-dose activity change, positive = activation, actives largely listed as activators; H1299 p53-A138V BP100-luciferase reporter, luminescence, 24 h; 0.063% of 320,000 active; also: potency is read from the fitted curve at half-maximal effect; % of control where 0% means no effect; nearly all actives have a fitted effect of over 45% in size
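p53-null H1299 cells stably carrying temperature-sensitive p53-A138V and a BP100-luciferase reporter were pinned with compounds (4-point, 1:5 series) and held 24 hrs at 37 deg C. Luminescence was read 10 min after detection reagent.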
ELG1 genotoxic: qHTS screen for small molecules that induce genotoxicity in human embryonic kidney (HEK293T) cells expressing luciferase-tagged ELG1; HEK293T ELG1-luciferase reporter, luminescence, 16 h; Potency, µM (series often up to 46 µM), for inactives: at the highest dose activity change, positive = activation, hits mostly activators; 1.3% of 330,000 active; AID 504466, 2011; also: potency is read from the fitted curve at half-maximal effect; % of control where 0% means no effect; nearly all actives have a fitted effect of over 60% in size
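Cells (2,000/well) expressing the ELG1-luciferase fusion are dosed by pin tool and kept 16 hr at 37 °C, 5% CO2. Signal comes from ONE-Glo luciferase reagent after 30 min at room temperature.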
Giardia kill: Small Molecules that selectively kill Giardia lamblia: qHTS | Giardia lamblia trophozoite viability | activity change, % at 7.66 µM, hits read low | 0.15% of 340,000 active | AID 540267, 2011; in the data active = activity change below about -80%; inconclusive = between about -30% and that limit;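 also: parasites exposed to compound for two days anaerobically before the ATP read; % is scaled to controls: 0 for no effect and ±100 for the full control effect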
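Giardia lamblia trophozoites (100 cells/well) were incubated with compounds for 48 h at 37 deg C under anaerobic conditions. Viability was read as ATP content by one-step luminescence after 15-30 min at room temperature.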
VP16 counter: VP16 counterscreen qHTS for inhibitors of ROR gamma transcriptional activity; Drosophila S2 Gal4-VP16 UAS-luciferase, luminescence, 20 h; Potency, µM (series often up to 53.6 µM), for the others: at the top dose activity, negative = inhibition, usual class: inhibitors; AID 2546, 2010; 3.5% of 310,000 active;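 also: Gal4-VP16 expression switched on by copper sulfate through the metallothionein promoter; potency is read from the fitted curve at half-maximal effect; % is scaled to controls: 0 for no effect and ±100 for the full control effect; nearly all actives have a fitted effect of over 50% in size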
RORgamma inh: qHTS for inhibitors of ROR gamma transcriptional activity | Drosophila S2 Gal4-RORgamma UAS-luciferase reporter, 20 h | Potency, µM (top dose mostly 53.6 µM), for inactives: at the highest dose activity change, negative = inhibition, hits mostly inhibitors | 5.4% of 310,000 active | AID 2551, 2010; also: potency is read from the fitted curve at half-maximal effect; % is scaled to controls: 0 for no effect and ±100 for the full control effect; nearly all actives have a fitted effect of over 60% in size
Target sequence (P51450 whole entry, looked up, the tested form may be a part): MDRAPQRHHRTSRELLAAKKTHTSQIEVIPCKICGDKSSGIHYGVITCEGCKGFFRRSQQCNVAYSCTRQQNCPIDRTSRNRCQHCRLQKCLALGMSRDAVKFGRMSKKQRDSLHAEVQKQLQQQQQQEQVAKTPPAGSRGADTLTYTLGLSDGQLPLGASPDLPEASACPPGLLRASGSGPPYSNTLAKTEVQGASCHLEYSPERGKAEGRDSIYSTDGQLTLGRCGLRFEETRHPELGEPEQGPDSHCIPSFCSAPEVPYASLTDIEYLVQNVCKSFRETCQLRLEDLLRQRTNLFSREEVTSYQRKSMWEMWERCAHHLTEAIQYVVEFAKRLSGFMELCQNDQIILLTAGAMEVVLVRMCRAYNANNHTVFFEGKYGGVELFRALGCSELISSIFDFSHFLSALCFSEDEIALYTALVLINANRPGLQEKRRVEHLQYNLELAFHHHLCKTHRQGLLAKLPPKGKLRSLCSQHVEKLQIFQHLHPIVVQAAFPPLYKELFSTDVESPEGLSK
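Compounds are pin-transferred onto Drosophila Schneider cells expressing a copper-inducible Gal4–ROR gamma transactivation domain fusion. After 1 hr, copper sulfate is added to 700 uM final; luciferase is read 20 hr later.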
PKM2 act: qHTS Assay for Activators of Human Muscle isoform 2 Pyruvate Kinase | Pyruvate kinase PKM (Homo sapiens), P14618 | 0.34% of 260,000 active | AID 1631, 2009 | purified PKM2, Kinase-Glo ATP luminescence, activation; response scale: 0% is enzyme alone, no compound | Potency, µM (series often up to 57.5 µM), without a hit: at the top dose activation, most hits filed as activators; also: potency is read from the fitted curve at half-maximal effect; % is scaled to controls: 0 for no effect and ±100 for the full control effect; nearly all actives have a fitted effect of over 55% in size
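Purified hPK-M2 (>95% pure) converted ADP (0.1 mM final) to ATP with 0.5 mM PEP in 50 mM imidazole pH7.2, KCl, MgCl2, Tween 20, BSA; 1 h at room temperature. ATP detected by Kinase-Glo luminescence.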
FLuc counter: qHTS profiling assay for firefly luciferase inhibitor/activator using purifed enzyme and Km concentrations of substrates (counterscreen for miR-21 project); 6.9% of 360,000 active; purified FLuc, Km substrates, luminescence inhibition; Luciferin 4-monooxygenase (Photinus pyralis), P08659; Potency, µM (doses to about 57.5 µM), inactives show at the highest dose activity change, negative = inhibition, actives largely listed as inhibitors;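 also: potency is read from the fitted curve at half-maximal effect; plate controls were vehicle for no effect and reference inhibitor for full effect; nearly all actives have a fitted effect of over 55% in size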
Target sequence (P08659 whole entry, looked up): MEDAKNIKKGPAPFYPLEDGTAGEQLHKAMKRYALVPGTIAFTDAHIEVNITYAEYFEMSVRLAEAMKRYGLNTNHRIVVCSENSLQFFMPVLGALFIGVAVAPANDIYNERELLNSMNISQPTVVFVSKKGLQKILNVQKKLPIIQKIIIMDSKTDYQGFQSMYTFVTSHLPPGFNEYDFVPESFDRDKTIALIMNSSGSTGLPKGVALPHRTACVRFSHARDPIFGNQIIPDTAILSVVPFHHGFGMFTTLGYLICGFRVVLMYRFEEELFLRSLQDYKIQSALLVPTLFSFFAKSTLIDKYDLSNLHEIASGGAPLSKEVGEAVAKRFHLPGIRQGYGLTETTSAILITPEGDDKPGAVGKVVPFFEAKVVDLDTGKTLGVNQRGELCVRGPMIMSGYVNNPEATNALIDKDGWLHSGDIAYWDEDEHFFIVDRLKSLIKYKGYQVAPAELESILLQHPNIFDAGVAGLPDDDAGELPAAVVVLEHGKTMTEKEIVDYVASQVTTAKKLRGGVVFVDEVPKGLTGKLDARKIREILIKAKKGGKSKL
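Biochemical qHTS of compounds, final roughly 60 µM downward over six points, against 10 nM purified firefly luciferase using Km concentrations of substrates (10 uM D-luciferin, 10 uM ATP) in Tris acetate pH 7.5 buffer; luminescence output.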
BRCA1 expr act: qHTS Assay to Identify Small Molecule Activators of BRCA1 Expression; MCF7-BRCA1-FFLuc reporter, luminescence, 48 h; response scale: scaled: vehicle 0%, 10 µM genistein 100%; Potency, µM (doses to about 46.1 µM), for inactives: top-dose activation, hits mostly activators; 1.1% of 380,000 active; also: potency is read from the fitted curve at half-maximal effect; nearly all actives have a fitted effect of over 80% in size; some results filed as inactive show a strong effect at the top dose
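Cells: MCF7-BRCA1-FFLuc, 2000/well. Exposure: 48 h, 37 °C, 5% CO2. Read: luminescence, 15 min post-substrate. Controls: genistein 10 microM (maximal activation), DMSO (neutral).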
Active calls of the source: *; ? = inconclusive; . = not tested or not shown; [ ] = remark or other dose. Unless noted, calls follow the shape of the dose curve; as a rule, active = well fitted curve in the direction sought with a large enough effect; inconclusive = small, poorly fitted or top-dose-only effect, or another doubt; inactive = no such curve, though single readings can be large; an effect the other way counts as inactive or inconclusive. These rows are one share of the data, so the mix of outcomes need not match the whole.

Below each compound – NPC1 promoter act | Menin-MLL TR inh | Rab9 prom act | p53 reactivation | ELG1 genotoxic | Giardia kill | VP16 counter | RORgamma inh | PKM2 act | FLuc counter | BRCA1 expr act
[1] Cc1ccccc1NC(=O)C(C)OC(=O)CNS(=O)(=O)c1ccc(C#N)cc1 (centres undefined)
    2% | . | -5% | -1% | 1% | 16 | . | . | . | 3% | 0%
[2] COc1ccc(S(=O)(=O)c2cnc3ccc(OC)cc3c2N2CCC3(CC2)OCCO3)cc1
    0% | -6% | -6% | -8% | -4% | -4 | ? | 13% | 0% | 0% | -34%
[3] CC(C)N(Cc1ccccc1)C(=O)COC(=O)c1ccc(O)cc1
    -3% | . | -1% | 3% | -4% | 2 | . | . | . | 2% | 2%
[4] CCN(CC)CC#CC(O)(c1ccccc1)c1ccccc1
    -1% | 1% | 0% | -3% | -4% | -7 | -3% | -16% | 5% | 6% | -1%
[5] C=CCn1c(SCC(=O)Nc2ccc(C(=O)OCC)cc2)nnc1-c1cccs1
    0% | -9% | 0% | 1% | -1% | -18 | 3% | 15% | 6% | 2% | 15%
[6] CCS(=O)(=O)/N=C(\N)c1ccccc1
    2% | -4% | -5% | -3% | 2% | 8 | -1% | -8% | 0% | 1% | 0%
[7] Cc1ccc(NC(=O)CN(C)C(=O)c2ccc(Cl)c([N+](=O)[O-])c2)cc1
    7% | -9% | -1% | 29% | 1% | 1 | -11% | ? | -21% | -3% | 10%
[8] Cc1nn(-c2cc(N3CCOCC3)ccc2N)c(=O)c2ccccc12
    0% | 6% | -2% | -5% | 0% | -3 | 2% | 12% | -2% | 5% | 23%
[9] O=C(C1CC1)N1CCc2cc(S(=O)(=O)NCCCN3CCCCC3)ccc21
    0% | . | 2% | 2% | 0% | -7 | -7% | -19% | . | 3% | -9%
[10] CN(C)C(=O)CSc1nnc2sc3ccccc3n12
    2% | -1%[11.7 µM] | 6% | 14% | 6% | -15 | -1% | 9% | -12% | -19% | 2%
[11] O=C(Nc1ccc(S(=O)(=O)NC2CCCCC2)cc1)c1ccc(Br)o1
    -9% | 26% | -14% | 11% | -3% | 4 | ? | 37% | 3% | 7% | -40%
[12] Oc1ccc(/C=N/N2CCN(c3ccccn3)CC2)cc1
    1% | . | -1% | 8% | 14% | 6 | 11% | -8% | -1% | ? | 64%
[13] CCN(Cc1nc2cc(Cl)ccc2c(=O)[nH]1)C(=O)c1nn(C)c(=O)c2ccccc12
    -4% | . | -1% | -4% | 0% | -19 | . | . | . | 7% | -9%
[14] Oc1ccc(C[C@H]2CNCCN2CCc2cc(C(F)(F)F)cc(C(F)(F)F)c2)cc1
    0% | . | 1% | -7% | 14% | ? | . | . | . | 2% | -44%
[15] COc1ccc(N2CC(C(=O)Nc3cc(C)on3)CC2=O)cc1 (centres undefined)
    -1% | 0% | 6% | 13% | 0% | 5 | -13% | 5% | 1% | 1% | 6%
[16] COc1ccccc1C(O)(C(=O)NN(C)c1ccccc1)c1ccccc1OC
    -6% | -30% | 0% | 10% | -1% | -2 | 3% | 38% | 3% | 0% | -43%
[17] COC(=O)c1ccc(Cn2cnc3c(cnn3-c3ccc(Cl)cc3)c2=O)o1
    -3% | 0% | -2% | 0% | 0% | 10 | 7% | -2% | 2% | -3% | -14%
[18] COc1ccccc1N1CCN(C2CC(=O)N(c3cccc(Br)c3)C2=O)CC1 (centres undefined)
    -5% | 1% | 0% | -14% | 2% | -11 | -6% | 8% | -9%[11.5 µM] | 0% | -2%
[19] O=C(c1ccccc1)c1ccc(N2CCN(C(=O)c3cccc(F)c3F)CC2)c(F)c1
    -6% | . | 3% | -16% | -16% | 9 | 13µM* | ? | -11% | 2% | -20%
[20] Cn1c2ccccc2c2ncn(Cc3ccco3)c(=O)c21
    -3% | 0% | -6% | -6% | 14% | -6 | 9% | -11% | 29% | -4% | 8%
[21] CC1COC2C(O1)N(S(C)(=O)=O)CCN2S(C)(=O)=O (centres undefined)
    -15% | -7% | 8% | 3% | 0% | -5 | -3% | 3% | 1% | -3% | 3%
[22] COCCCNc1nc2c(-c3cccc(C(F)(F)F)c3)nnn2c2ccccc12
    3% | 6% | 4% | 0% | -2% | -19 | -5% | -2% | 7% | -2% | -61%
[23] O=C(NC(=S)Nc1ccc2[nH]c(=O)[nH]c2c1)c1ccccc1[N+](=O)[O-]
    2% | . | 16% | 18% | ? | 5 | -1% | 4% | 6% | 5% | -2%
[24] CCOc1ccc(C2(C)CC(=O)N(C)C2=O)cc1 (centres undefined)
    -7% | 1% | 1% | 16% | -4% | 13 | -2% | -1% | 1%[11.5 µM] | 1% | -5%
[25] COc1ccc2[nH]cc(CCNC(=O)C3CCCO3)c2c1 (centres undefined)
    -2% | 4% | 0% | -1% | 1% | 18 | -7% | 1% | 1% | 7% | 18%
[26] Cc1cc(C)c(C)c(OCCNCc2ccccc2)c1
    3% | ? | -1% | -14% | -9% | -8 | -3% | -32% | -1%[11.5 µM] | -1% | -19%
[27] COc1ccc(CNc2nc3ccccc3n2Cc2ccc(C)cc2)cc1OC
    -7% | -7% | -4% | -8% | 1% | -6 | -13% | 0% | 3% | -1% | -21%
[28] COC(=O)c1ccc(Oc2nc(NC(C)(C)C)nc(N3CCOCC3)n2)cc1
    -6% | -18% | -4% | -2% | -1% | . | 1% | 0% | . | 1% | .
[29] COc1cc(OC)cc(C(=O)NNC(=O)CCc2ccccc2)c1
    -3% | 9% | -9% | -2% | 1% | 2 | 3% | 1% | -19% | -2% | -5%
[30] CC(=O)c1c(C)[nH]c(C(=O)N2CCc3ccccc32)c1C
    1% | 0% | -1% | -1% | ? | -9 | ? | 4% | ? | 4% | -16%

(continued)
Below each compound – NPC1 promoter act | Menin-MLL TR inh | Rab9 prom act | p53 reactivation | ELG1 genotoxic | Giardia kill | VP16 counter | RORgamma inh | PKM2 act | FLuc counter | BRCA1 expr act
[31] C/C(Cn1nc([N+](=O)[O-])cc1C)=N\NC(=O)COc1ccc(Cl)cc1Cl
    -3% | 7% | -2% | -7% | -3% | 0 | ? | ? | -2% | -10% | -21%
[32] CCOC(=O)Cn1c(=O)oc2cc(S(=O)(=O)N3CCCc4ccccc43)ccc21
    -1% | 5% | 3% | 1% | -4% | -6 | 7% | 40% | -9% | 2% | -27%
[33] CCCn1c(SCC(=O)Nc2c(C)cccc2C)nnc1C(C)C
    -6% | 1% | -1% | 0% | 2% | 6 | -4% | 10% | -2% | 4% | -2%
[34] COC(=O)c1cccnc1NC(=S)NC(C)C
    -3% | 10% | -3% | 0% | 8% | 0 | 4.5µM* | 1.8µM* | -3% | -19% | 9%
[35] O=[N+]([O-])c1ccc(C(O)CN2CCN(Cc3ccccc3)CC2)cc1 (centres undefined)
    -1% | -2% | -1% | -1% | -3% | -2 | -2% | -2% | . | -1% | -15%
[36] Nc1oc2ccccc2c(=O)c1C=O
    -2% | 1% | -2% | -1% | 1% | 19 | -10% | 5% | -19% | -1% | -5%

Rewritten field by field: entries from further up.
(31) C/C(Cn1nc([N+](=O)[O-])cc1C)=N\NC(=O)COc1ccc(Cl)cc1Cl
  NPC1 promoter act: -3%; Menin-MLL TR inh: 7%; Rab9 prom act: -2%; p53 reactivation: -7%; ELG1 genotoxic: -3%; Giardia kill: 0; VP16 counter: ?; RORgamma inh: ?; PKM2 act: -2%; FLuc counter: -10%; BRCA1 expr act: -21%

(32) CCOC(=O)Cn1c(=O)oc2cc(S(=O)(=O)N3CCCc4ccccc43)ccc21
  NPC1 promoter act: -1%; Menin-MLL TR inh: 5%; Rab9 prom act: 3%; p53 reactivation: 1%; ELG1 genotoxic: -4%; Giardia kill: -6; VP16 counter: 7%; RORgamma inh: 40%; PKM2 act: -9%; FLuc counter: 2%; BRCA1 expr act: -27%

(33) CCCn1c(SCC(=O)Nc2c(C)cccc2C)nnc1C(C)C
  NPC1 promoter act: -6%; Menin-MLL TR inh: 1%; Rab9 prom act: -1%; p53 reactivation: 0%; ELG1 genotoxic: 2%; Giardia kill: 6; VP16 counter: -4%; RORgamma inh: 10%; PKM2 act: -2%; FLuc counter: 4%; BRCA1 expr act: -2%
